Pin1 inh = inhibitors of human Pin1 | Pin1 FP peptide displacement, HiFluor488, 10 min | Potency, µM (highest dose often 115 µM), without a hit: top-dose activity, negative = inhibition, most hits filed as inhibitors | 390,000 compounds, 0.009% hits; active means well fitted inhibition curve with a large enough effect in the polarisation, with a control signal flat, not every such curve was filed as active; inconclusive means small, poorly fitted or top-dose-only effect, or effect the other way, or a change in a side signal; inactive means no such curve, though single readings can be large or run the other way; the % refers to the polarisation; further: on the % scale 0 is the no-effect control and ±100 the full control effect
Target sequence (Q13526 whole entry, looked up): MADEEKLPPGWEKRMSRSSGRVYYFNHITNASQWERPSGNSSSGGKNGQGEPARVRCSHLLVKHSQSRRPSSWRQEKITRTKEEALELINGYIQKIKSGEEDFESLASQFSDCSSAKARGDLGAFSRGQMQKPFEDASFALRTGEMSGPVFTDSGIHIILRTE
PGK inhibitor = T. brucei PGK inhibition; P07378; PGK/GAPDH coupled, Kinase-Glo luminescence, 60 min; Potency, µM (titrated, usually from 57.5 µM), for inactives: at the top dose activity change, negative = inhibition, usual class: inhibitors; 380,000 compounds, 0.043% hits; further: on the % scale 0 is the no-effect control and ±100 the full control effect; nearly all actives have a fitted effect of over 60% in size
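Luminescent ATP detection (Kinase-Glo Plus) follows a 60-minute room-temperature incubation, with wells lacking PGK as controls. Buffer: 100 mM TEA (pH 7.6), 5 mM MgCl2, 0.01% Tween-20. Coupling enzyme GAPDH (100 nM final) supplies unstable 1,3-BPG in-well.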
ERG-DNA inh = inhibitors of human ERG Ets domain-DNA interaction; Potency, µM (highest dose often 76.9 µM), without a hit: at the top dose FP activity, negative = inhibition, hits mostly inhibitors; 370,000 compounds, 0.028% hits; fluorescence polarization, His-ERG Ets domain / labelled DNA; P11308; active means well fitted inhibition curve with a large enough effect in the polarisation, with a control signal flat; inconclusive means small, poorly fitted or top-dose-only effect, or effect the other way, or a change in a side signal; inactive means no such curve, though single readings can be large or run the other way; the % refers to the polarisation;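 further: polarization taken with two DNA probes labelled with fluorescein and Texas red; % of control where 0% means no effect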
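His-tagged ERG Ets domain (1 uM in the protein solution; 300mM KCl, 50mM Tris-HCl, 1mM EDTA, 1mM DTT, pH 7.5) received compound, then a probe mix of 5 nM fluorescein-DNA and 100nM Texas-615-DNA. Fluorescence polarization was read for both dyes.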
12-LOX inh = blocks human arachidonate 12S-lipoxygenase; purified 12hLO, xylenol orange hydroperoxide absorbance; Potency, µM (doses to about 108 µM), inactives show at the top dose activity change, negative = inhibition, actives largely listed as inhibitors; 580,000 compounds, 1.1% hits; P18054; AID 1671190; further: on the % scale 0 is the no-effect control and ±100 the full control effect
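Hydroperoxide product was detected by ferrous iron/xylenol orange as the 573 to 405 nm absorbance ratio. Arachidonic acid at 40 uM (final) was turned over for 30 min at room temperature by 150 nM human 12hLO, pH 7.0 Hepes buffer, after 15 min compound preincubation.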
JMJD2A Tudor = blocks the human JMJD2A Tudor domain; AlphaScreen JMJD2A-Tudor / H3K4me3 peptide binding; Potency, µM (highest dose often 114 µM), for the others: top-dose activity change, negative = inhibition, most hits filed as inhibitors; 390,000 compounds, 4.4% hits; AID 504339; further: on the % scale 0 is the no-effect control and ±100 the full control effect; nearly all actives have a fitted effect of over 50% in size
HP1b binding inh = blocks HP1-beta chromodomain binding to methylated histone tails. AlphaScreen HP1-beta / biotin-H3K9me3 peptide binding. Potency, µM (top dose mostly 114 µM), inactives show top-dose activity change, negative = inhibition, usual class: inhibitors. 390,000 compounds, 0.56% hits. AID 540317; further: nearly all actives have a fitted effect of over 70% in size; inactives centre near 23
Target sequence (P83916 whole entry, looked up): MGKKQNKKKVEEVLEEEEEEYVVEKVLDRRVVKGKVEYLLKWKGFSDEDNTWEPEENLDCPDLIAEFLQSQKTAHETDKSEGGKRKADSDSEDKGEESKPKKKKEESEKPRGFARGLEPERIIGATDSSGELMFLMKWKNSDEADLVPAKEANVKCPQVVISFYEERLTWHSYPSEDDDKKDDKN
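AlphaScreen: HP1-beta (50 nM) preformed 30 min with biotin-H3(1-18)K9me3 peptide (50 nM) in PBS pH 7.4, 0.01% Tween-20. Compound added for 30 min at RT, then streptavidin donor/nickel chelate acceptor beads (10 ug/mL) for 30 min.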
GLS inh = inhibitors of human glutaminase (GLS) | O94925 | GLS enzymatic activity, qHTS titration | Potency, µM (series often up to 45.5 µM), for inactives: at the highest dose activity change, negative = inhibition, usual class: inhibitors | 410,000 compounds, 0.21% hits; further: on the % scale 0 is the no-effect control and ±100 the full control effect
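Two-point fluorescence kinetic (t0, 30 min RT) for hKGA; glutamate detected via glutamate oxidase–HRP–Amplex Red. Substrate: 1 mM L-glutamine solution; buffer 45 mM KH2PO4, pH 8.2.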
rTrxR1 inhibitor = rat TrxR1 inhibition; O89049; recombinant rTrxR1, NADPH fluorescence consumption, selenite substrate; Potency, µM (doses to about 114 µM), without a hit: at the highest dose activity change, negative = inhibition, most hits filed as inhibitors; 390,000 compounds, 1% hits; AID 588453; further: on the % scale 0 is the no-effect control and ±100 the full control effect; nearly all actives have a fitted effect of over 65% in size
Target sequence (O89049 whole entry, looked up): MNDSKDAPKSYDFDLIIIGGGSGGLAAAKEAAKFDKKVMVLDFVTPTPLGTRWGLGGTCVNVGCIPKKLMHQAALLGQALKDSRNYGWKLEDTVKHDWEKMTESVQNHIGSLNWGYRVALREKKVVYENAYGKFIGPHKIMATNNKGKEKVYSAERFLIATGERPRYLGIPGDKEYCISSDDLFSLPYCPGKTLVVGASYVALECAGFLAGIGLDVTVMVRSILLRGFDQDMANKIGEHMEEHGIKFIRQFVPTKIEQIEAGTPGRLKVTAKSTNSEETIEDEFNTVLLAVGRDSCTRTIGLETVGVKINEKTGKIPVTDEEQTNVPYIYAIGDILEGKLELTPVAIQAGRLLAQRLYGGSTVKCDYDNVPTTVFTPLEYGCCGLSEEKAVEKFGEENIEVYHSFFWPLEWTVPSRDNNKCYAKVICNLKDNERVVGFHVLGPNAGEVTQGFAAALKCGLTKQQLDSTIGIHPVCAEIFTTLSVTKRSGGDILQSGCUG
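Rat TrxR1 (90 nM in the dispensed reagent) was pre-reduced with 400 uM NADPH for 5 min at room temperature, then incubated with compound for 15 min. After 400 uM selenite was added, NADPH fluorescence (Ex 340/Em 450 nm) was followed for 8 min.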
RGS4 inh = human RGS4 inhibition. Potency, µM (titrated, usually from 114 µM), inactives show top-dose activity change, negative = inhibition, actives largely listed as inhibitors. Transcreener GDP fluorescence polarization, RGS4-accelerated GTP hydrolysis. 390,000 compounds, 0.039% hits. AID 504845. P49798; further: on the % scale 0 is the no-effect control and ±100 the full control effect; nearly all actives have a fitted effect of over 75% in size; some results filed as inactive show a strong effect at the top dose
Target sequence (P49798 whole entry, looked up): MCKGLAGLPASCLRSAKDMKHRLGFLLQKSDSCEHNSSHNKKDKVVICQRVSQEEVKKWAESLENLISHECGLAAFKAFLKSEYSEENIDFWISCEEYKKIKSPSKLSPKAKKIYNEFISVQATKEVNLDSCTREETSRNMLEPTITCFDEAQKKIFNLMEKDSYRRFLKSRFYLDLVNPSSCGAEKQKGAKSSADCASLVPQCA
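MLSMR compounds (23 nl, pin-transferred) preincubated 10 min at room temperature with a 500nM (2x) first reagent, then RGS4 at 900nM (2x) plus Transcreener GDP mix added; fluorescence polarization (620/688 nm) read before and after 90 min at 30 °C.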
Starred values were filed as active, the others as inactive; i = inactive; ? = inconclusive; / = not tested or not shown; & = joins results of further samples; [ ] = dose if it differs, or a comment. Unless noted, the call rests on the fitted dose curve; in most records, active means well fitted curve in the direction sought with a large enough effect; inconclusive means small, poorly fitted or top-dose-only effect, or another doubt; inactive means no such curve, though single readings can be large; an effect the other way counts as inactive or inconclusive. Potency means the concentration at half of the fitted maximal effect. The list is partial; rates above refer to the full screens.

structure	Pin1 inh	PGK inhibitor	ERG-DNA inh	12-LOX inh	JMJD2A Tudor	HP1b binding inh	GLS inh	rTrxR1 inhibitor	RGS4 inh
Cc1ccc([N+](=O)[O-])c(OCC(O)CNC(C)(C)C)c1 (centres undefined)	-7%	3%	0%	-52%	-7%	27%	14%	15%	12%
Cc1ccc(S(=O)(=O)NCCC(=O)NC2CCC(C)CC2)cc1 (centres undefined)	2%	7%	1%	142%[activator]	-5%	54%[activator]	-3%	6%	-10%
CC(C)N(Cc1ccccc1)C(=S)NC(=O)C1(C)CC1(Cl)Cl (centres undefined)	-6%	7%	-6%	-4%	-16%	33%	-12%	-7%[57.1 µM]	-12%
Cc1onc(-c2ccccc2)c1C(=O)OCC(=O)N1CCC(C)CC1	-5%	-3%	-14%	-25%	-14%	21%	1%	-8%	8%
Cc1cccc(NC(=O)Nc2cnccn2)c1	3%	/	2%	6%	-4%	39%[activator]	4%	23%	21%
COc1ccc(S(=O)(=O)NC(N)=NCCc2ccccc2OC)cc1	0%	i	-4%	-5%	-8%	16%	8%	9%[57.1 µM]	14%
CCCc1nc(SCc2ccccc2Cl)n[nH]1	5%	-7%	-17%	-25%	-16%	52%[activator]	-4%	-13%	20%
CC(NC(=O)COC(=O)c1cc(S(=O)(=O)N2CCOCC2)ccc1F)c1ccccc1 (centres undefined)	-2%	-5%	11%	-26%	-11%	26%	-5%	4%[57.1 µM]	-5%
CCCCOC(=O)Nc1ccc(N2CCOCC2)cc1	4%	6%	-4%	?	-22%	8%	34%[activator]	14%	-36%
O=C(/C=C/c1c(F)cccc1Cl)NCc1ccco1	6%	-9%	9%	7%	-14%	2%	9%	-7%	-5%
O=C(COc1ccc2ccc(=O)oc2c1)NC1CCCC1	0%	-3%	8%	-24%&-6%	-6%	47%[activator]	6%	-17%	25%
COc1ccccc1CNc1ccc(-c2nc(-c3ccccc3C)no2)cc1[N+](=O)[O-]	7%	-1%	-5%	-16%	-5%	54%[activator]	-7%	10%	5%
COC(=O)c1ccc(CNC(=O)C2CCC(=O)N(CCc3ccccc3)C2)cc1 (centres undefined)	-7%	-1%	4%	-7%	-9%	39%	0%	26%	49%
CCc1ccc2c(c1)/C(=N/N(C)C(=S)NC)C(=O)N2	-7%	-9%	5%	-9%	?	?	14%	-4%	3%
CCN(CC)C(=O)N1CCN(C(=O)N2CCOCC2)CC1	-2%	-7%	9%	-3%	-10%	26%	4%	17%[11.4 µM]	-9%
CC(C)[C@H]1C=C(C(=O)O)O[C@@H](OCc2ccc(CO)cc2)C1	1%	2%	1%	-6%	89µM*	25%	5%	12%[57.1 µM]	19%
COc1ccc(-c2cc(C(=O)N(C)CC(=O)Nc3ccccc3C(F)(F)F)c3ccccc3n2)cc1OC	8%	i	14%	6%	3%	88%[activator]	0%	28%	-23%
COc1ccc(N2C(=O)C3CCCN3C2c2ccc(C)cc2)cc1Cl (centres undefined)	1%	-1%	-5%	0%	-3%	25%	1%	0%	-17%
C/C(=N/Nc1ccc(F)cc1)c1ccc(Cl)s1	1%	3%	0%	?	-21%	27%	-1%	3%	2%
O=C(C[n+]1ccc2ccccc2c1)c1ccc(NC(=O)c2ccccc2)cc1	-1%	i	9%	-19%	-15%	9%	-12%	12%[57.1 µM]	11%
NC(=O)c1cc([N+](=O)[O-])ccc1NCc1ccc(F)cc1	2%	5%	5%	1%	-16%	14%	-2%	6%	15%
COc1ccc(N2C(=O)c3ccccc3NC2c2ccc(OC)c(Cn3cc([N+](=O)[O-])cn3)c2)cc1 (centres undefined)	15%	-6%	-11%	-4%	-19%	52%[activator]	-1%	24%[57.1 µM]	-21%[56.9 µM]
CCSc1nnc(NC(=O)c2ccccn2)s1	3%	-2%	-4%	-7%	8.9µM*	61%[activator]	-23%	-15%	-13%
CCCc1cc(=O)oc2cc(OC(=O)CN3C(=O)NC4(CCCC4)C3=O)ccc12	-12%	3%	-14%	8%&16%	-10%	31%	12%	79µM*	-14%
CCCCn1c(=O)[nH]c(=O)c2c1nc(-c1cc3c(cc1Br)OCO3)n2C	3%	5%	-2%	36%[activator]	-17%[11.4 µM]	30%	-1%	22%[57.1 µM]	-22%

The list goes on (2 carried over from the part before).
structure	Pin1 inh	PGK inhibitor	ERG-DNA inh	12-LOX inh	JMJD2A Tudor	HP1b binding inh	GLS inh	rTrxR1 inhibitor	RGS4 inh
CCCc1cc(=O)oc2cc(OC(=O)CN3C(=O)NC4(CCCC4)C3=O)ccc12	-12%	3%	-14%	8%&16%	-10%	31%	12%	79µM*	-14%
CCCCn1c(=O)[nH]c(=O)c2c1nc(-c1cc3c(cc1Br)OCO3)n2C	3%	5%	-2%	36%[activator]	-17%[11.4 µM]	30%	-1%	22%[57.1 µM]	-22%
Cc1sc(NC(=O)CSc2ncn(-c3ccccc3)n2)nc1-c1ccccc1	7%	-3%	-5%	0%	-15%	13%	-3%	7%	-10%
O=C(O)c1ccc(N2C(=O)CC(N3CCC(c4nc5ccccc5[nH]4)CC3)C2=O)cc1 (centres undefined)	1%	-8%	9%	-19%	-13%	32%	3%	-76%	-12%
CCOC(=O)N1CCN(Cc2nc(-c3cccs3)no2)CC1	0%	-1%	-3%	-14%	-15%	25%	-1%	9%	1%
O=C(Nc1ccc(Oc2ccccc2)cc1)C1CCN(c2c3c(nc4ncnn24)CCC3)CC1	8%	-3%	-2%	7%	-23%	26%	7%	8%	24%
O=C(CCN1CCCCO1)N1CCCC(Nc2cccc(F)c2)C1 (centres undefined)	6%	20%	-6%	7%	-11%	16%[57 µM]	0%	12%	10%
OC/C(Br)=C(\Br)CO	-7%	i	3%	10%	-6%	20%	-2%	10%	21%
Cn1c2c(c(O)c(-c3ccccc3)c1=O)C(=O)CC(C)(C)C2	-5%	-4%	5%	-16%	0%	17%	0%	5%[57.1 µM]	12%
CC1=CCC2C(=O)N(CCc3c[nH]c4ccccc34)C(=O)C2C1 (centres undefined)	3%	/	-2%	-24%	-28%	1%	7%	-14%[11.4 µM]	32%
O=C(NN1CCOCC1)c1ccc(Cl)cc1Cl	-12%	-5%	11%	26%	-1%	40%[activator]	15%	18%	54%
CC(=O)NCCOC(=O)Nc1cccnc1	1%	/	/	18%	-6%	34%	0%	24%	-3%
Cc1ccc(N(CC(=O)Nc2ccc3c(c2)OCCO3)S(=O)(=O)c2c(C)n[nH]c2C)cc1	2%	-2%	-6%	?	-17%	4%	-2%	0%	32%
COc1ccc(CCNC(=O)CSc2nnc3ccc(-c4cccnc4)nn23)cc1OC	-3%	2%	-1%	-4%	-7%[11.4 µM]	65%[activator]	-3%	?	46%[11.4 µM]
CCC1CCCCN1CCCNC(=O)C1CCN(Cc2nc(-c3ccc(Cl)cc3)oc2C)CC1 (centres undefined)	2%	1%	6%	/	-19%	26%	5%	?	-13%
Cc1ccc(Cn2c([N+](=O)[O-])cnc2C)cc1	0%	-4%	-2%	0%	-9%	-1%	5%	-13%	-15%
CCOc1ccccc1NC(=O)CSc1nnc(CNC(=O)c2ccccc2F)o1	1%	-5%	13%	-22%	-8%	34%	-5%	-1%	9%
COc1cccc(NC(=O)CNC(=O)Cn2cnc3sc4c(c3c2=O)CCCC4)c1	0%	-5%	-17%	-8%	7%	28%	-1%	-8%	3%
CN(C(=O)COC(=O)COc1ccccc1Cc1ccccc1)c1ccccc1	5%	1%	-10%	-15%	28%	49%[activator]	1%	6%[57.1 µM]	15%
Cc1ccc(N2CC(C(=O)NCc3nnnn3-c3ccc(C)c(C)c3)CC2=O)cc1C (centres undefined)	5%	-6%	5%	-26%	-10%	22%[57 µM]	0%	-3%[57.1 µM]	14%
CSCCC(NC(=O)COc1ccccc1)C(=O)O (centres undefined)	-6%	-7%	-2%	-9%	1%	34%	-1%	7%	3%
CCCCOc1ccc(C(=O)NCC(=O)NC2CCCCC2)cc1	4%	i	-11%	205%[activator]	?	22%	0%	31%	-14%
COCCNC(=O)COC(=O)c1cccnc1SC	1%	?	8%	-8%	-4%	45%[activator]	-9%	5%	-13%
Cc1ccc(/C=C/C(=O)NCCCN2CCN(CCCNC(=O)/C=C/c3ccc(C)cc3)CC2)cc1	-1%	-4%	9%	-15%	-6%	11%	20%	4%[57.1 µM]	15%
Cc1nn2c(NCc3ccccn3)cc(C(C)C)nc2c1-c1ccccc1	0%	i	-1%	0%	29%	105%[activator]	-3%	27%	12%
CC(C)(C)c1cc[n+](-c2[nH]c(=O)sc2/C=N/NC([S-])=Nc2ccccc2)cc1	?	-8%	3%	?	-30%	-15%	2%	4%	-29%
COC(=O)C1=C(N)OC2=C(C(=O)CC(C)(C)C2)C1c1ccoc1 (centres undefined)	?	-2%	0%	-7%	-34%[11.4 µM]	?	?	?	-36%[11.4 µM]
CC(C)(C)n1nc2c(c1NC(=O)c1ccc(Br)cc1)CS(=O)C2 (centres undefined)	-2%	i	6%	6%	-9%	55%[activator]	2%	4%	-1%
COc1ccc2ccccc2c1CNc1nnnn1C	-3%	-8%	2%	-2%	-22%	10%	-6%	6%[57.1 µM]	1%
COC(=O)c1ccc(CNC(=O)COC(=O)C2CCC(C(C)(C)C)CC2)cc1 (centres undefined)	0%	-1%	2%	-28%	1%	46%[activator]	-1%	-7%	0%
CCN(C(=O)N1CCOCC1)c1ccccc1C	0%	-7%	2%	29%	-7%	51%[activator]	-9%	18%[57.1 µM]	-19%

High-throughput results from PubChem.
